# Anesthetic bind: candidate novel general anesthetic via apoferritin binding. 0.074% of 350,000 active. Potency, µM (doses to about 77.5 µM), for inactives: at the highest dose activity change, negative = displacement, hits mostly inhibitors. apoferritin/1-aminoanthracene competitive binding, fluorescence. P02791; note: potency is the fitted concentration of half-maximal effect; % is set by controls: 0 for no effect and ±100 for the full control effect; nearly all actives have a fitted effect of over 20% in size
#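 Horse-spleen apoferritin (10 uM) was mixed with 50% saturated 1-aminoanthracene in PBS, exposed to compounds for 10 min at room temperature, and read for fluorescence (ex 380 nm, em 535 nm). Competitive displacement was fitted with a four-parameter Hill equation.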
# Pol eta inh: blocks human DNA polymerase eta activity; Q9Y253; recombinant Pol eta, fluorescent DNA replication assay; Potency, µM (doses to about 114 µM), for inactives: at the highest dose activity change, negative = inhibition, most hits filed as inhibitors; 1.2% of 390,000 active; AID 588591; note: potency is the fitted concentration of half-maximal effect; % is set by controls: 0 for no effect and ±100 for the full control effect
# Target sequence (Q9Y253 whole entry, looked up): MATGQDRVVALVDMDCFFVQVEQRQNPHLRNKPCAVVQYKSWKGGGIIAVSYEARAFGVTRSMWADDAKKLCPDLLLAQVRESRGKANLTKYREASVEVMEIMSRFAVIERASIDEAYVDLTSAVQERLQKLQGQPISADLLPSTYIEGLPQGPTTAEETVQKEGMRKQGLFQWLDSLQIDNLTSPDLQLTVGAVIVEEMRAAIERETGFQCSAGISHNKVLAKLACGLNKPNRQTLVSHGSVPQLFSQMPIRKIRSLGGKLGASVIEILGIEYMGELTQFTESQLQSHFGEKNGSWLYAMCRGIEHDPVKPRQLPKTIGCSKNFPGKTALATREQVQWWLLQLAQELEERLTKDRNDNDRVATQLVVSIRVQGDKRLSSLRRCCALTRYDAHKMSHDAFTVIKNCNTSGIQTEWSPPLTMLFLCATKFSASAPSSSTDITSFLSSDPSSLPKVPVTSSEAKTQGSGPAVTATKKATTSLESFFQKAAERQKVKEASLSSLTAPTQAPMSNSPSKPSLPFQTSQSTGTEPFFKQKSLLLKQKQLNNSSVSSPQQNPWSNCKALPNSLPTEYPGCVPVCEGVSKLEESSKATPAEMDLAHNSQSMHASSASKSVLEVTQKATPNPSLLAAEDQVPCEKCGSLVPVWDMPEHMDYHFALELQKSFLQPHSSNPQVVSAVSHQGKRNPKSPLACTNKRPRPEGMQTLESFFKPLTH
#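 Pol eta (10 nM) was preincubated with compounds for 15 min at room temperature, after which fluorescent replication substrate (50 nM final) was added to start the reaction. Fluorescence was read kinetically at 0 and 10 min.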
# RXFP1 antagonist: RXFP1 (human) relaxin receptor antagonism | HEK293-RXFP1, relaxin-stimulated cAMP HTRF, 30 min; active compounds read low | activity change, negative = inhibition, % at 57.5 µM | 0.59% of 350,000 active;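 active = activity change of -60% or lower, but not beyond a set lower limit; inconclusive = change between -60% and -40%, or beyond the set limit; inactive = change above -40%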; note: % is set by controls: 0 for no effect and ±100 for the full control effect
# POLK inh: blocks human DNA polymerase kappa activity | Potency, µM (top dose mostly 107 µM), for inactives: at the top dose activity, negative = inhibition, usual class: inhibitors | purified Pol kappa, fluorescent DNA synthesis assay, 10 min | AID 588579 | 0.53% of 400,000 active; note: potency is the fitted concentration of half-maximal effect; % is set by controls: 0 for no effect and ±100 for the full control effect
#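 Readout: fluorescence, taken kinetically at 0 and 10 min. Conditions: 10 nM Pol kappa, 15 min RT compound preincubation, 50 nM substrate final. Controls: enzyme-free buffer wells.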
# POLB inh: blocks human DNA polymerase beta activity | P06746 | Pol beta primer extension/strand displacement, fluorescence kinetic | Potency, µM (doses to about 114 µM), for inactives: at the highest dose activity change, negative = inhibition, usual class: inhibitors | 1.3% of 340,000 active | AID 485314; note: potency is the fitted concentration of half-maximal effect; % is set by controls: 0 for no effect and ±100 for the full control effect
#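 Enzyme-only controls used 10 nM Pol beta; buffer lacking enzyme served as negative control. Compound preincubated 15 min, then 50 nM substrate added; 0 and 10 min reads at room temperature.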
# Pol iota inh: inhibitors of human DNA polymerase iota; Pol iota fluorescent replication assay, 10 min; Potency, µM (highest dose often 115 µM), without a hit: at the highest dose activity, negative = inhibition, hits mostly inhibitors; 1% of 390,000 active; note: potency is the fitted concentration of half-maximal effect
#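 Fluorescent replication assay read twice, at 0 min and 10 min after adding 50 nM (final) substrate. Enzyme (10 nM) and compounds were first incubated 15 min at room temperature; enzyme-free buffer wells were negative controls.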
# PGK inhibitor: T. brucei PGK inhibition. 0.043% of 380,000 active. Potency, µM (highest dose often 57.5 µM), for the others: at the highest dose activity change, negative = inhibition, actives largely listed as inhibitors. P07378. PGK/GAPDH coupled, Kinase-Glo luminescence, 60 min; note: potency is the fitted concentration of half-maximal effect; % is set by controls: 0 for no effect and ±100 for the full control effect; nearly all actives have a fitted effect of over 60% in size
#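 Luminescent ATP detection (Kinase-Glo Plus) follows a 60-minute room-temperature incubation, with wells lacking PGK as controls. Buffer: 100 mM TEA (pH 7.6), 5 mM MgCl2, 0.01% Tween-20. Coupling enzyme GAPDH (100 nM final) supplies unstable 1,3-BPG in-well.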
# APE1 inh: inhibitors of human APE1 endonuclease | AID 2517 | recombinant APE1, TAMRA/BHQ-2 abasic DNA cleavage fluorescence | Potency, µM (series often up to 65.8 µM), for the others: at the top dose activity change, negative = inhibition, actives largely listed as inhibitors | 0.35% of 350,000 active;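 note: potency is the fitted concentration of half-maximal effect; plate controls were vehicle for no effect and reference inhibitor for full effect; nearly all actives have a fitted effect of over 55% in size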
# Target sequence (P27695 whole entry, looked up): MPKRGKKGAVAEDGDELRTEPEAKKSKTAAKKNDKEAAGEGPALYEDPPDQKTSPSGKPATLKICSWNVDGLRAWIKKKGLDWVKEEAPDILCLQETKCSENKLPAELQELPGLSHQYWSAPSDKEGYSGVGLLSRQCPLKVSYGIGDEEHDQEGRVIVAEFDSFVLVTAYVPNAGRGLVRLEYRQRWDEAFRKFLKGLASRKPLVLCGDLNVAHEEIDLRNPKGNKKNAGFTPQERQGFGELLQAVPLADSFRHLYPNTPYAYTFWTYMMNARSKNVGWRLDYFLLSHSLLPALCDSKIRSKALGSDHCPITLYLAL
#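 Endonuclease cleavage of a quenched abasic-site DNA duplex (50 nM) by APE1 (0.75 nM) was tracked by TAMRA dequenching. Compounds were preincubated with enzyme 15 min at room temperature; data normalized to buffer-only and DMSO wells plus NSC13755 control.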
# BLM helicase inh: inhibitors of human Bloom syndrome helicase BLM. Potency, µM (doses to about 56.1 µM), for the others: top-dose activity change, negative = inhibition, usual class: inhibitors. 0.2% of 350,000 active. recombinant BLM DNA unwinding, fluorescence dequenching. P54132;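 note: potency is the fitted concentration of half-maximal effect; plate controls were vehicle for no effect and no enzyme for full effect; nearly all actives have a fitted effect of over 35% in size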
# Numbers without * were called inactive; i = inactive; ? = inconclusive; / = not tested or not shown; [ ] = remark or other dose. Unless noted, calls come from the whole dose curve; as a rule, active = well fitted curve in the direction sought with a large enough effect; inconclusive = small, poorly fitted or top-dose-only effect, or another doubt; inactive = no such curve, though single readings can be large; an effect the other way counts as inactive or inconclusive.
item	Structure	Anesthetic bind	Pol eta inh	RXFP1 antagonist	POLK inh	POLB inh
1	O=C(CC1C(=O)NCCN1Cc1ccccc1F)NC1CCCCCC1 (stereo not drawn)	?	/	/	/	16%
2	CCOC(=O)N1CCN(C(=O)CN2C(=O)NC(c3ccccc3)(c3ccccc3)C2=O)CC1	-4%	-10%	-17	3%	-12%
3	Cc1c(-c2ccccc2)sc(N)c1C(=O)N1CCOCC1	73%[activator]	-1%	-3	-3%	2%
4	O=C(O)c1ccc2c(c1)N(Cc1ccc(F)cc1)C(=O)c1ccccc1S2	0%	-16%	1	0%	?
5	COC(=O)CN(n1cnnc1)S(=O)(=O)c1ccccc1	-1%	-7%	6	-4%	-1%
6	N#C/C(=C\c1ccc(F)cc1)c1nc(-c2ccco2)cs1	0%	?	?	-14%	3%
7	CCN(CC)S(=O)(=O)c1ccc2oc(C(=O)NC3CC3)c(C)c2c1	3%	-2%	-8	7%	8%
8	Cn1nc(-c2ccc(OCC(N)=O)cc2)c2ccccc2c1=O	-11%	-16%	-2	-11%	31%

item	Pol iota inh	PGK inhibitor	APE1 inh	BLM helicase inh
1	/	/	5%	1%
2	20%	6%	9%	-5%
3	?	-5%	0%	-6%
4	12%	-3%	?	1%
5	-3%	-9%	-2%	1%
6	-16%	-12%	-3%	-2%
7	15%	i	-14%[12.4 µM]	2%
8	38%[activator]	4%	2%	1%

# Reprinted from the part before: three compounds, then new ones.
item	Structure	Anesthetic bind	Pol eta inh	RXFP1 antagonist	POLK inh	POLB inh
6	N#C/C(=C\c1ccc(F)cc1)c1nc(-c2ccco2)cs1	0%	?	?	-14%	3%
7	CCN(CC)S(=O)(=O)c1ccc2oc(C(=O)NC3CC3)c(C)c2c1	3%	-2%	-8	7%	8%
8	Cn1nc(-c2ccc(OCC(N)=O)cc2)c2ccccc2c1=O	-11%	-16%	-2	-11%	31%
9	COCCN(CCNC(=O)c1ccc(NC2=NC3CS(=O)(=O)CC3S2)cc1)Cc1ccco1 (stereo not drawn)	-5%	-15%	-12	-5%	7%
10	CCCCN1CCCc2cc(CN(CCCN3CCOCC3)C(=O)Nc3ccc(OCC)cc3)ccc21	-9%	-13%	-38	-16%[60.1 µM]	-5%
11	Fc1ccc(-c2ccc(Nc3cccc(F)c3)nn2)cc1	-6%	-20%	-21	-2%	-2%
12	CC[C@]12c3[nH]c4ccc(Cl)cc4c3CCN1C(=O)[C@@H](CC(=O)NC(C)(C)C)C[C@@H]2C(=O)N1CCN(C(=O)c2ccco2)CC1	/	-2%	/	-5%	/
13	O=C(NC1CC1)c1cc(-c2ccc(Br)cc2)nc2ccccc12	/	-5%	6	0%	/
14	CN(CC(=O)Nc1c(Cl)cccc1Cl)C(=O)c1ccc(-n2cncn2)c([N+](=O)[O-])c1	/	-14%	-8	-1%	/
15	CC(=O)Nc1sc2c(c1C#N)CCC2	-6%	-16%	1	7%	2%
16	Cc1ccc(OCCN(C)C(=O)CC2C(=O)NCCN2CC(C)(C)C)cc1 (stereo not drawn)	-18%	-24%	-7	-1%	1%

item	Pol iota inh	PGK inhibitor	APE1 inh	BLM helicase inh
6	-16%	-12%	-3%	-2%
7	15%	i	-14%[12.4 µM]	2%
8	38%[activator]	4%	2%	1%
9	-11%	7%	19%	-1%
10	2%	-6%	/	-11%
11	21%	-3%	5%	-2%
12	1%	-3%	-7%	/
13	4%	-3%	3%	/
14	3%	-9%	22%	/
15	-14%	-2%	-3%	-10%
16	21%	6%	-4%	-6%

# (further entries)
item	Structure	Anesthetic bind	Pol eta inh	RXFP1 antagonist	POLK inh	POLB inh
17	COC(=O)c1c(NC(NC(=O)C(C)(C)C)C(Cl)(Cl)Cl)sc2c1CCC2 (stereo not drawn)	?	-26%	-81*	-9%	0%
18	CN(C)S(=O)(=O)c1cccc(NC(=O)c2cccc(S(=O)(=O)N3CCCCCC3)c2)c1	/	-6%	-11	-9%	/
19	c1ccc2nc(SCc3cn4ccccc4n3)cnc2c1	-17%	-7%	13	-12%	-2%
20	CCc1nc(C(N)=O)c2[nH]c(=O)n(-c3ccc(OC)cc3OC)c2n1	7%	-11%	-17	-4%	8%
21	CC(C)CC(C(=O)OCC(=O)c1c(N)n(C)c(=O)n(C)c1=O)N1C(=O)C2CC=CCC2C1=O (stereo not drawn)	-9%	-14%	-18	-11%	0%
22	Cc1cc(OCC(O)CNC(C)c2ccccc2)ccc1C(C)C (stereo not drawn)	?	-18%	-38	-1%	18%
23	O=C(c1cc2cc(F)ccc2[nH]1)N1CCc2ccccc21	-10%	-15%	-10	2%	-2%
24	CCOC(=O)c1ccc(N/C(=N\S(=O)(=O)c2ccc(F)cc2F)c2ccccc2)cc1	-21%	-10%	21	-6%	-15%

item	Pol iota inh	PGK inhibitor	APE1 inh	BLM helicase inh
17	8%	3%	-6%	-10%
18	14%	6%	-1%	/
19	-9%	-3%	-2%	0%
20	14%	i	-3%	1%
21	147%[activator]	-6%	?	-10%
22	78%[activator]	0%	-12%	-1%
23	32%[activator]	-8%	3%	-2%
24	11%	i	-3%	-2%

# Next part:
item	Structure	Anesthetic bind	Pol eta inh	RXFP1 antagonist	POLK inh	POLB inh
25	Cc1sc2ncnc(SCC(=O)N(C)C3CCS(=O)(=O)C3)c2c1C (stereo not drawn)	-2%	-7%	-17	1%	-2%
26	Cc1ccc2c(c1)N(C(C)C(=O)NCc1ccccn1)C(=O)CO2 (stereo not drawn)	7%	-15%	14	-2%	5%
27	Cc1cccc(CCNC(=O)CCS(=O)(=O)c2ccc3nc(C)sc3c2)c1	-6%	-18%	-6	0%	41%
28	O=C(CSc1nnc(-c2cccs2)n1-c1cccc(Cl)c1)c1cccc2c1OCCO2	-16%	2%	-6	-7%	2%
29	CCN(CC)CCNC(=O)C(=O)NCC(c1ccc2c(c1)OCO2)N1CCOCC1 (stereo not drawn)	6%	-7%	10	-4%[60.1 µM]	3%
30	NC(=O)CNc1ncc(C(F)(F)F)cc1Cl	-7%	-1%	1	-15%	0%
31	O=C(NCCc1cccc(Cl)c1)C1CCC(=O)N(Cc2ccc(Cl)cc2)C1 (stereo not drawn)	-8%	-17%	-13	-5%	0%
32	CCCCCn1c(=O)[nH]c2cc(C(=O)N3CCN(c4cccc(OC)c4)CC3)ccc2c1=O	?	-17%	/	-8%	8%

item	Pol iota inh	PGK inhibitor	APE1 inh	BLM helicase inh
25	149%[activator]	8%	-2%	-5%
26	18%	1%	-2%	2%
27	-3%	-6%	1%	3%
28	-5%	-3%	5%	-6%
29	10%	11%	/	-2%
30	-10%	-2%	-3%	2%
31	?	-2%	53%[activator]	-2%
32	12%	10%	/	-1%

# Records listed so far marked active in RXFP1 antagonist:
no.	Compound	Anesthetic bind	Pol eta inh	RXFP1 antagonist	POLK inh	POLB inh	Pol iota inh	PGK inhibitor	BLM helicase inh
17	COC(=O)c1c(NC(NC(=O)C(C)(C)C)C(Cl)(Cl)Cl)sc2c1CCC2 (stereo not drawn)	?	-26%	-81*	-9%	0%	8%	3%	-10%

# Pulled by structure from the entries so far, 2 records:
item	Structure	Anesthetic bind	Pol eta inh	RXFP1 antagonist	POLK inh	POLB inh
32	CCCCCn1c(=O)[nH]c2cc(C(=O)N3CCN(c4cccc(OC)c4)CC3)ccc2c1=O	?	-17%	/	-8%	8%
26	Cc1ccc2c(c1)N(C(C)C(=O)NCc1ccccn1)C(=O)CO2 (stereo not drawn)	7%	-15%	14	-2%	5%

item	Pol iota inh	PGK inhibitor	APE1 inh	BLM helicase inh
32	12%	10%	/	-1%
26	18%	1%	-2%	2%

# (more compounds)
item	Structure	Anesthetic bind	Pol eta inh	RXFP1 antagonist	POLK inh	POLB inh
33	CC(OC(=O)C1=Cc2ccccc2OC1)C(=O)NCc1ccco1 (stereo not drawn)	1%	-5%	-3	-5%	12%
34	O=C(O)C1C2C=CC(C2)C1C(=O)NCCc1ccccc1 (stereo not drawn)	-2%	-15%	-5	-23%	-10%
35	CC1CCN(c2c([N+](=O)[O-])c(=O)oc3ccccc23)CC1	0%	-6%	-7	0%	3%
36	Cc1ccccc1CSCc1ccc(C(=O)NCCc2ccccc2)o1	28%	-13%	/	-13%[60.1 µM]	5%
37	Cc1ccc(NS(=O)(=O)c2ccccc2Cl)c2c1CC(C)(C)O2	-12%	?	4	-9%	39%
38	COC(=O)c1c(NC(=O)c2ccc(S(=O)(=O)N3CCOCC3)cc2)sc2c1CCN(C)C2	-11%	-11%	-12	-8%	1%
39	CN(Cc1ccccc1)C(=O)C1CCCN1S(=O)(=O)c1ccc2c(c1)n(C)c(=O)c(=O)n2C (stereo not drawn)	1%	-2%	5	-21%	33%
40	O=C(CC1SC(=Nc2ccccc2)N(Cc2ccccn2)C1=O)Nc1ccc(Br)cc1 (stereo not drawn)	-5%	-31%	-19	-4%	-20%

item	Pol iota inh	PGK inhibitor	APE1 inh	BLM helicase inh
33	1%	7%	15%	-2%
34	18%	0%	2%	-3%
35	163%[activator]	-1%	5%	6%
36	-6%	-7%	/	-11%
37	6%	-7%	17%	-7%
38	33%	-6%	-4%	53%[activator]
39	14%	-10%	9%	-1%
40	10%	5%	2%	-16%

# Following part.
item	Structure	Anesthetic bind	Pol eta inh	RXFP1 antagonist	POLK inh	POLB inh
41	CCOC(=O)c1c(C)n(-c2ccc(OC)cc2)c2ccc(O)c(CN(C)C)c12	-4%	-19%	-33	-23%	-2%
42	CCOc1ccc(CCNC(=O)COC(=O)c2ccco2)cc1OCC	2%	-1%	4	-6%	0%
43	Cc1ccc(N/N=C(\C#N)C(=O)c2ccsc2)cc1	3%	-3%	-3	-38%	-18%
44	Cc1cccc(OCC(=O)NC(C)C(=O)N/N=C/c2c(OCc3ccccc3)ccc3ccccc23)c1 (stereo not drawn)	-17%	-4%	-16	-8%	-6%

item	Pol iota inh	PGK inhibitor	APE1 inh	BLM helicase inh
41	34%[activator]	-5%	-1%	34%[activator]
42	6%	-1%	-2%	1%
43	?	-2%	-4%	-1%
44	-9%	-8%	6%	-1%

# From PubChem BioAssay

# The list is partial, so the mix of outcomes need not match the whole.
